# CYP2C9 act = human CYP2C9 activators, primary screen, biochemical, luminescence | recombinant CYP2C9, luciferin-H conversion; hits give high values; factor 1 = untreated enzyme, 0 = blocked | activation factor at 5 µM | 96,000 compounds, 1.4% hits | AID 1024, 2008;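 active means activation factor of 2 or more for CYP2C9 at a 5 µM dose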;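 further: 0 = sulfaphenazole-blocked wells and 1 = vehicle-only wells; values of inactives mirror those of a sister screen read the other way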
# Ecoli WT expand = growth inhibitors of wild-type E. coli, primary screen, strain BW25113, expanded library, OD600 | 98,000 compounds, 0.15% hits | growth inhibition, % at 100 µM | OD600 absorbance;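 active means growth inhibition above about 50% at one test dose, limit read from the data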;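 further: growth measured after 20 h incubation at 37 °C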
# CYP2C19 act = human CYP2C19 activators, primary screen, biochemical, luminescence; recombinant CYP2C19, luciferin-H EGE luminescence; hits give high values; 0 = fully inhibited enzyme, 1 = untreated enzyme; 96,000 tested, under 10 active; activation factor at 5 µM; Cytochrome P450 2C19 (Homo sapiens), P33261;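 active means activation factor of at least 2 at 5 µM in the primary screen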;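 further: 0 = wells with 2.5 mM tranylcypromine and 1 = vehicle-only wells; values of inactives mirror those of a sister screen read the other way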
# PLAP activator = PLAP enzyme activators, biochemical, luminescence, HTS; Alkaline phosphatase, placental type (Homo sapiens), P05187; purified PLAP enzyme, luminescent substrate read-out; hits give high values; activation fold at 20 µM; 96,000 compounds, 1.2% hits; AID 696, 2007; in the data active means activation fold above about 2
# CYP2C19 inh = blockers of cytochrome P450 2C19 activity – biochemical, luminescence, ADME assay, primary screen. CYP2C19 Supersomes, luciferin-H EGE luminescence, 30 min. inhibition, % at 5 µM. 96,000 compounds, 21% hits. AID 778, 2007;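 active means CYP2C19 inhibition above a set limit at 5 µM in the primary screen, cut at about 50% in these data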;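 further: plate controls were negative control wells for no effect and 2.5 mM tranylcypromine positive control for full effect; values of inactives mirror those of a sister screen read the other way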
# PostGolgi yeast = phenotypic screen on post-Golgi transport, primary screen; post-Golgi transport phenotypic cell assay; inhibition, % at 10 µM; 98,000 compounds, 0.9% hits; in the data active means inhibition above about 30%;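 further: yeast cells grown in 1536-well plates; yeast grown about 18 h at 30C before absorbance read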
# CYP2C9 inh = blockers of cytochrome P450 2C9 activity – biochemical, luminescence, ADME assay, primary screen; inhibition, % at 5 µM; CYP2C9 Supersomes, luciferin-H conversion; AID 777, 2007; 96,000 compounds, 20% hits; P11712;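 active means blocking of liver enzyme CYP2C9 beyond about 50% at 5 µM, limit read from the data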; further: values of inactives mirror those of a sister screen read the other way
# EphB4 ephrin blk = EphB4-ephrin-B2 interaction antagonists, primary screen, biochemical, TNYL-RAW peptide probe, fluorescence polarization; inhibition, % at 7 µM; 97,000 compounds, 0.15% hits; EphB4 LBD / TNYL-RAW-Alexa532 peptide;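 active means inhibition above the screen-wide mean inhibition plus 3 SD, cut at about 15% in these data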;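 further: 0% = DMSO wells and 100% = excess unlabeled TNYL-RAW peptide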
# PTK2B oligo ant = antagonists of Pyk2 self-association, primary screen, Q293 cells, FERM NanoBiT luminescence, HTS; Protein-tyrosine kinase 2-beta (Homo sapiens), Q14289; hits give low values; z-score (the deposit names both 25 µM and 10 µM); 99,000 compounds, 0.83% hits; AID 1347419, 2020;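 active means Z-score of -3 or lower, scaled per plate to the spread of control and sample wells; inactive means z-score above -3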;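 further: negative z-score means lost luminescence so less FERM oligomerization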
# Target sequence (Q14289 whole entry, looked up): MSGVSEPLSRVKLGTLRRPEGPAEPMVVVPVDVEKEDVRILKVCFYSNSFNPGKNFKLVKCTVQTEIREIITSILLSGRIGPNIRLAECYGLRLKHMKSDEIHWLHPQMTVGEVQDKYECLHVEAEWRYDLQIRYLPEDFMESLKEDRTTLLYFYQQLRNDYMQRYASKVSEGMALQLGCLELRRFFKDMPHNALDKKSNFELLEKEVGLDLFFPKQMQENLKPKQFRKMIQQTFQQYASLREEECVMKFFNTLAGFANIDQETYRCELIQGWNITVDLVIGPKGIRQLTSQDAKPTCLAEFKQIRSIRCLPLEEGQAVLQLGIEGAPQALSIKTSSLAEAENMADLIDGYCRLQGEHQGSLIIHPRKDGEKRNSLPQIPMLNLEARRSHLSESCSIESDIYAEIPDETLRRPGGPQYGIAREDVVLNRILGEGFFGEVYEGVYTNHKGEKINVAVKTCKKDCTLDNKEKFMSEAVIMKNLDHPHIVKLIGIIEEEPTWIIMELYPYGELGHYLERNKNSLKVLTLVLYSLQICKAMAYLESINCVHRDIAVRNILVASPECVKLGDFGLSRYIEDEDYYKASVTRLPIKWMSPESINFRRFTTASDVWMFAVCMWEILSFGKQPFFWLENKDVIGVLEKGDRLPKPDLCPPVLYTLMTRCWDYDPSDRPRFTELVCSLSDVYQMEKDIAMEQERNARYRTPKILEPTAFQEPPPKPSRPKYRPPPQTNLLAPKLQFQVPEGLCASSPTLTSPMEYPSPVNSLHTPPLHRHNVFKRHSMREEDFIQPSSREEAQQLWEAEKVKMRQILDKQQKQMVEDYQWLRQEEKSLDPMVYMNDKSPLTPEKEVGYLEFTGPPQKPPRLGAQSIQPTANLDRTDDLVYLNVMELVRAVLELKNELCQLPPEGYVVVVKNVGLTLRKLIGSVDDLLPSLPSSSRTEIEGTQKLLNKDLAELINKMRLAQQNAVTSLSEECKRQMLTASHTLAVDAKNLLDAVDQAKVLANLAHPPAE
# * = called active by the depositor; · = not tested or not shown.
No. | compound | CYP2C9 act | Ecoli WT expand | CYP2C19 act | PLAP activator | CYP2C19 inh
1 | CCOC(=O)c1cnn(-c2c(Cc3ccccc3)c(C)nc3c(-c4ccccc4)c(C)nn23)c1N | 1 | -10 | 1.3 | 0.9 | -26
2 | C=CCNS(=O)(=O)c1sccc1/C=N/O | 1 | 2 | 0.4 | 1 | 60*
3 | CCn1c(CNC(=O)c2cccc(C)c2)nnc1SCC(=O)NC1CCCCC1C (stereo not drawn) | 0.9 | 12 | 0.9 | 1.2 | 11
4 | CCC(C)(C)NC(=O)C(c1cccn1C)N(C(=O)Cn1nnc2ccccc21)c1ccc(F)cc1 (stereo not drawn) | 0.9 | -11 | 1 | 1 | 5
5 | Cc1cc(C(=O)CN2C(=O)NC3(CCCc4ccccc43)C2=O)c(C)n1Cc1ccco1 (stereo not drawn) | 0.3 | -10 | 0.7 | 1 | 27
6 | CCOc1ccccc1N(CC(=O)O)S(=O)(=O)c1ccc(C)cc1 | 0.9 | 9 | 1.1 | 1.1 | -13
7 | Cc1nnc(SCC(=O)OC2CC(C)CCC2C(C)C)[nH]c1=O (stereo not drawn) | 0.1 | 1 | 0.7 | 1.4 | 32
8 | COc1ccc(OCC(O)Cn2c(Br)nc3c2c(=O)[nH]c(=O)n3C)cc1 (stereo not drawn) | 1.1 | -4 | 1 | 1.1 | 4
9 | O=C(Nc1cccc(Cn2cccn2)c1)c1cc2c(s1)CCCC2 | 1.9 | -1 | 0.5 | 1.1 | 54*
10 | CSc1nc2nc(-c3ccccc3)cc(=O)n2[nH]1 | 0.7 | -20 | 0.9 | 0.9 | 9
11 | COc1cccc(C(=O)NC2CCSC2=O)c1 (stereo not drawn) | 0.9 | -1 | 1 | 1.1 | 3
12 | CC(=O)c1sc(-c2c(C)nc3sccn23)nc1C1CCCC1 | 0.6 | · | 0.9 | 0.9 | 14
13 | COc1ccccc1NC(=O)c1cccc(NC(=O)c2ccco2)c1 | 2.8* | 3 | 1 | 0.9 | 2
14 | Cc1nnc(NC(=O)C(C)Oc2ccc3c(C)cc(=O)oc3c2)s1 (stereo not drawn) | 0.1 | -7 | 0.9 | 1.4 | 12
15 | Cc1cc(C)nc(SCc2nnc(SCC(=O)Nc3ccccc3C)n2Cc2ccco2)n1 | 0.3 | -3 | 0.4 | 1.6 | 62*

No. | PostGolgi yeast | CYP2C9 inh | EphB4 ephrin blk | PTK2B oligo ant
1 | -5 | 1 | -3 | -4*
2 | 6 | 2 | -3 | -0.23
3 | -11 | 13 | -3 | 2.9
4 | -2 | 5 | 3 | 0.43
5 | 6 | 74* | 5 | ·
6 | 11 | 7 | 3 | -0.49
7 | 4 | 88* | 9 | 0.4
8 | 8 | -11 | -6 | -0.9
9 | -11 | -95 | 7 | -0.61
10 | 0 | 34 | 4 | 0.07
11 | 11 | 8 | -4 | 1.2
12 | · | 36 | · | ·
13 | -1 | -176 | 4 | -0.26
14 | -2 | 94* | -7 | 0.12
15 | -20 | 70* | 0 | 0.13

# Following part:
No. | compound | CYP2C9 act | Ecoli WT expand | CYP2C19 act | PLAP activator | CYP2C19 inh
16 | CCNC(=O)CC1C(=O)N(c2ccc(F)cc2)C(=O)N1CCc1ccc(OC)cc1 (stereo not drawn) | 1 | 1 | 1.1 | 1.1 | -8
17 | COc1ccc(NC(=S)NCc2ccco2)cc1 | 0.9 | 9 | 0.7 | 0.8 | 32
18 | COc1ccc(N(CC(=O)N2CCc3ccccc32)S(=O)(=O)c2c(C)nn(C)c2C)cc1 | 0.4 | -8 | 0.7 | 1.2 | 26
19 | COc1cnc(-c2ccccn2)nc1Sc1cccc(Cl)c1 | 0.7 | 6 | 0.9 | 1.4 | 13
20 | COc1cc(OC)c(OC)cc1CN(C)CCc1ccccn1 | 1.1 | 2 | 1 | 1.1 | -4
21 | O=C(COC(=O)CN1C(=O)c2ccccc2C1=O)Nc1ncc(Cl)cc1Cl | 0.7 | 5 | 0.9 | 1.7 | 13
22 | COCCNC(=O)CCCn1c(=O)c2ccccc2n(CC(=O)NCCC2=CCCCC2)c1=O | 1.1 | 4 | 1.1 | 1.3 | -6
23 | Cc1nc2ccccc2nc1N1CCCCC1 | 0.7 | 2 | 0.6 | 1 | 37
24 | O=C(CN1CCSCC1)N/N=C/c1ccccc1F | 0.7 | 1 | 0.6 | 0.9 | 44
25 | N=C1C(c2ccccc2)=C(O)CN1c1ccc2c(c1)OCO2 | 1.1 | 14 | 1.1 | 1.1 | -9
26 | COc1cc2c(cc1OC)CN(C(=O)C1(c3ccccc3)CC1)CC2 | 0.5 | -9 | 0.6 | 1.2 | 37
27 | O=S(=O)(NCCOc1cccc2cccnc12)c1ccc(F)cc1 | 3.3* | 6 | 0.1 | 1 | 92*
28 | COC(=O)c1ccc(NC(=O)Cn2nnc3ccccc32)cc1 | 1 | 3 | 1.1 | 0.8 | -6
29 | O=[N+]([O-])c1ccc(-c2cc(-c3ccc(Cl)cc3)n[nH]2)cc1 | 0.9 | -6 | 1 | 0.9 | 1
30 | O=C(CNCC1CCCO1)Nc1ccccc1-n1cccc1 (stereo not drawn) | · | -17 | · | · | ·

No. | PostGolgi yeast | CYP2C9 inh | EphB4 ephrin blk | PTK2B oligo ant
16 | -2 | -4 | -3 | 0.62
17 | -2 | 7 | -3 | 1.5
18 | -6 | 60* | 3 | ·
19 | 5 | 30 | 2 | -1.1
20 | -2 | -12 | · | -1
21 | -5 | 29 | 1 | 0.13
22 | 15 | -11 | 0 | 0.54
23 | 0 | 33 | -7 | 0.26
24 | -6 | 34 | -2 | 0
25 | -8 | -5 | -5 | 0.77
26 | 1 | 54* | 1 | -0.49
27 | 21 | -234 | -4 | 0.52
28 | -3 | 2 | 2 | 0.27
29 | -4 | 8 | -4 | -1.4
30 | 9 | · | -1 | -0.25

# Rewritten as tab-separated lines: entries from further up
no.	Compound	CYP2C9 act	Ecoli WT expand	CYP2C19 act	PLAP activator	CYP2C19 inh	PostGolgi yeast	CYP2C9 inh	EphB4 ephrin blk	PTK2B oligo ant
17	COc1ccc(NC(=S)NCc2ccco2)cc1	0.9	9	0.7	0.8	32	-2	7	-3	1.5
18	COc1ccc(N(CC(=O)N2CCc3ccccc32)S(=O)(=O)c2c(C)nn(C)c2C)cc1	0.4	-8	0.7	1.2	26	-6	60*	3	·
19	COc1cnc(-c2ccccn2)nc1Sc1cccc(Cl)c1	0.7	6	0.9	1.4	13	5	30	2	-1.1
20	COc1cc(OC)c(OC)cc1CN(C)CCc1ccccn1	1.1	2	1	1.1	-4	-2	-12	·	-1
21	O=C(COC(=O)CN1C(=O)c2ccccc2C1=O)Nc1ncc(Cl)cc1Cl	0.7	5	0.9	1.7	13	-5	29	1	0.13
22	COCCNC(=O)CCCn1c(=O)c2ccccc2n(CC(=O)NCCC2=CCCCC2)c1=O	1.1	4	1.1	1.3	-6	15	-11	0	0.54
23	Cc1nc2ccccc2nc1N1CCCCC1	0.7	2	0.6	1	37	0	33	-7	0.26
24	O=C(CN1CCSCC1)N/N=C/c1ccccc1F	0.7	1	0.6	0.9	44	-6	34	-2	0
25	N=C1C(c2ccccc2)=C(O)CN1c1ccc2c(c1)OCO2	1.1	14	1.1	1.1	-9	-8	-5	-5	0.77
26	COc1cc2c(cc1OC)CN(C(=O)C1(c3ccccc3)CC1)CC2	0.5	-9	0.6	1.2	37	1	54*	1	-0.49
27	O=S(=O)(NCCOc1cccc2cccnc12)c1ccc(F)cc1	3.3*	6	0.1	1	92*	21	-234	-4	0.52
28	COC(=O)c1ccc(NC(=O)Cn2nnc3ccccc32)cc1	1	3	1.1	0.8	-6	-3	2	2	0.27

# Further records:
No. | compound | CYP2C9 act | Ecoli WT expand | CYP2C19 act | PLAP activator | CYP2C19 inh
31 | Cc1nc2ccccc2nc1CSc1nnc(N)s1 | 1.2 | 9 | 0.5 | 0.8 | 54*
32 | CC1CCCC(C)N1CCCNC(=O)Cn1cc2c(n1)CCCC2 (stereo not drawn) | 1.1 | 4 | 1.2 | 1.1 | -17
33 | Clc1ccccc1CSC1=NCCCN1 | 1 | -5 | 1.1 | 1.1 | -14
34 | Cc1nc2ncnn2c(C)c1CCC(=O)NCCc1ccccc1 | 1.6 | -2 | 1 | 1.2 | 2
35 | O=C(CSc1nnnn1C1CCCCC1)NCc1cccc(C(=O)O)c1 | 0.7 | 4 | 0.7 | 1.1 | 26
36 | CCCn1c2ccccc2c2nc3ccccc3nc21 | 0.3 | -10 | 0.5 | 0.9 | 54*
37 | CCN1CCN(C(=O)c2ccc3c(=O)n(CCC4=CCCCC4)c(=O)[nH]c3c2)CC1 | · | -3 | · | · | ·
38 | Cc1oc(-c2ccccc2F)nc1CN1CCC(C(=O)NCc2cccnc2)CC1 | 1.1 | -4 | 1.1 | 1.4 | -12
39 | Cn1c(=O)[nH]c(=O)c2c1nc(CN1CCOCC1)n2Cc1ccc(F)cc1 | 1 | 2 | 1.1 | 1 | -5
40 | O=C(Nc1cccc(Cl)c1)c1ccc(NCCCN2CCOCC2)c([N+](=O)[O-])c1 | 0.8 | 5 | 0.7 | 1.1 | 30
41 | COC(=O)c1[nH]c(C)c(/C(O)=C2\C(=O)C(=O)N(CCN(C)C)C2c2ccc(C)o2)c1C (stereo not drawn) | 1 | 0 | 1 | 1.3 | -4
42 | COc1ccccc1-c1cc(C(F)(F)F)nc(S(=O)(=O)CCCC(=O)NC(C)C)n1 | 1 | -11 | 0.9 | 0.9 | 6
43 | O=C(Nc1cccnc1)C1(F)C(F)(F)C(F)(F)C(F)(F)C(F)(F)C1(F)F | 0.6 | -2 | 0.8 | 1 | 24
44 | O=C(CN1CCN(c2ccc(F)cc2)CC1)NCC1CCCO1 (stereo not drawn) | 1.2 | 4 | 1.1 | 1.1 | -8
45 | Cc1ccc(N2CCN(C(=O)CN3C(=O)c4ccccc4C3=O)CC2)cc1 | 1.1 | -1 | 1 | 0.9 | -2
46 | Cc1cc(C)c(C#N)c(N2CCN(Cc3ccccc3)CC2)n1 | 0.5 | 16 | 0.4 | 1.5 | 62*
47 | CCN1CCN(CCCNC(=O)c2ccc3c(c2)NC(=O)c2ccccc2S3)CC1 | 0.9 | -2 | 1 | 1.2 | 3
48 | O=C1Nc2ccccc2C12OCCS2 (stereo not drawn) | 1.2 | 6 | 0.8 | 0.8 | 17

No. | PostGolgi yeast | CYP2C9 inh | EphB4 ephrin blk | PTK2B oligo ant
31 | 4 | -24 | -1 | 0.36
32 | -10 | -11 | -2 | ·
33 | -4 | -2 | -3 | -0.72
34 | 5 | -55 | -5 | 1.1
35 | -3 | 32 | 0 | -0.34
36 | 8 | 69* | -1 | -1.1
37 | -4 | · | 2 | -0.73
38 | 2 | -9 | 0 | 0.27
39 | -2 | -4 | · | ·
40 | 2 | 25 | -5 | -1
41 | 9 | -3 | -3 | -0.47
42 | 2 | 4 | -1 | -0.86
43 | -1 | 43 | 0 | 0.44
44 | -1 | -18 | -3 | 1
45 | -5 | -15 | 7 | 0.14
46 | 5 | 50* | 11 | -1.2
47 | -1 | 5 | · | ·
48 | 0 | -16 | · | ·

# Bioassay records deposited in PubChem BioAssay by several laboratories.

# Compounds as they come (roughly 31% active in at least one column).
